# Pin1 inhibitor: qHTS Assay to Find Inhibitors of Pin1. Pin1 FP peptide displacement, HiFluor488, 10 min. AID 504891, 2011. Potency, µM (highest dose often 115 µM), for the others: top-dose activity, negative = inhibition, usual class: inhibitors. Peptidyl-prolyl cis-trans isomerase NIMA-interacting 1 (Homo sapiens), Q13526. 390,000 tested, 0.009% active; active = well fitted inhibition curve with a large enough effect in the polarisation, with a control signal flat, not every such curve was filed as active; inconclusive = small, poorly fitted or top-dose-only effect, or effect the other way, or a change in a side signal; inactive = no such curve, though single readings can be large or run the other way; the % refers to the polarisation; note: potency is the fitted concentration of half-maximal effect; % is set by controls: 0 for no effect and ±100 for the full control effect
# Target sequence (Q13526 whole entry, looked up): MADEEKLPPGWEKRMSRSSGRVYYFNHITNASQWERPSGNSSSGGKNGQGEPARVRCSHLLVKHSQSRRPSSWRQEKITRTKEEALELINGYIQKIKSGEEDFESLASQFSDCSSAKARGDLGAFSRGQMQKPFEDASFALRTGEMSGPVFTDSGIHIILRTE
# G9a inh: qHTS Assay for Inhibitors of Histone Lysine Methyltransferase G9a. G9a H3K9 monomethylation, AlphaScreen, 2 h. 350,000 tested, 8.8% active. Potency, µM (titrated, usually from 102 µM), without a hit: top-dose activity, negative = inhibition, actives largely listed as inhibitors. AID 504332, 2011; note: potency is the fitted concentration of half-maximal effect; % is set by controls: 0 for no effect and ±100 for the full control effect; nearly all actives have a fitted effect of over 75% in size
#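 Using a bead-based AlphaScreen, monomethylated H3K9 product from 2 h room-temperature reactions (G9a 20 nM, peptide 500 nM, SAM 20 uM) was detected with 0.5 ug/mL rabbit anti-H3K9me1 antibody.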
# Tb PGK inh: qHTS Assay to Find Inhibitors of Phosphoglycerate Kinase; Phosphoglycerate kinase, glycosomal (Trypanosoma brucei brucei), P07378; PGK/GAPDH coupled, Kinase-Glo luminescence, 60 min; Potency, µM (doses to about 57.5 µM), for inactives: top-dose activity change, negative = inhibition, usual class: inhibitors; 380,000 tested, 0.043% active; AID 602233, 2012; note: potency is the fitted concentration of half-maximal effect; % is set by controls: 0 for no effect and ±100 for the full control effect; nearly all actives have a fitted effect of over 60% in size
# Target sequence (P07378 whole entry, looked up): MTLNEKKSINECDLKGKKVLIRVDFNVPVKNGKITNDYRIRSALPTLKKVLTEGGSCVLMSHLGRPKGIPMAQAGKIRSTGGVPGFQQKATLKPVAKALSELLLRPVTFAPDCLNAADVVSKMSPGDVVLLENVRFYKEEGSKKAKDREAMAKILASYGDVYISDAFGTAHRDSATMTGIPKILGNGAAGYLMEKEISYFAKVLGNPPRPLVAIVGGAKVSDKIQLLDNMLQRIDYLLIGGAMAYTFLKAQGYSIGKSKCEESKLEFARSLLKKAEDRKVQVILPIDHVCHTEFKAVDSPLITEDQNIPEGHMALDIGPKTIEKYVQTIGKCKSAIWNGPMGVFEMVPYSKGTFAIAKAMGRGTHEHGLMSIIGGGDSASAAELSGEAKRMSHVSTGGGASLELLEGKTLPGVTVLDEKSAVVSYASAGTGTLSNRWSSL
#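 Recombinant glycosomal PGK reaction used 1,3-bisphosphoglycerate generated in-well by GAPDH (100nM final) in 100mM TEA pH 7.6, 5mM MgCl2, 0.01% Tween-20. After 60 minutes at room temperature, ATP was read by Kinase-Glo Plus luminescence end-point.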
# POLH inh: qHTS for Inhibitors of Polymerase Eta; DNA polymerase eta (Homo sapiens), Q9Y253; recombinant Pol eta, fluorescent DNA replication assay; Potency, µM (series often up to 114 µM), inactives show at the top dose activity change, negative = inhibition, hits mostly inhibitors; 390,000 tested, 1.2% active; AID 588591, 2011; note: potency is the fitted concentration of half-maximal effect; % is set by controls: 0 for no effect and ±100 for the full control effect
#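 Pol eta (10 nM) was preincubated with compounds for 15 min at room temperature, after which fluorescent replication substrate (50 nM final) was added to start the reaction. Fluorescence was read kinetically at 0 and 10 min.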
# JMJD2A Tudor inh: qHTS Assay for Inhibitors of JMJD2A-Tudor Domain. Lysine-specific demethylase 4A (Homo sapiens), O75164. AlphaScreen JMJD2A-Tudor / H3K4me3 peptide binding. Potency, µM (doses to about 114 µM), for inactives: top-dose activity change, negative = inhibition, usual class: inhibitors. 390,000 tested, 4.4% active. AID 504339, 2011; note: potency is the fitted concentration of half-maximal effect; % is set by controls: 0 for no effect and ±100 for the full control effect; nearly all actives have a fitted effect of over 50% in size
# BAZ2B block: qHTS Assay for Inhibitors of BAZ2B | Bromodomain adjacent to zinc finger domain protein 2B (Homo sapiens), Q9UIF8 | AlphaScreen BAZ2B-H3K14Ac peptide displacement | Potency, µM (titrated, usually from 114 µM), inactives show at the highest dose activity change, negative = inhibition, hits mostly inhibitors | 360,000 tested, 4.4% active | AID 504333, 2011; note: potency is the fitted concentration of half-maximal effect; % is set by controls: 0 for no effect and ±100 for the full control effect; nearly all actives have a fitted effect of over 60% in size
#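 BAZ2B 50 nM plus b-H3(5-23)K14Ac 50 nM, PBS pH 7.4/0.01% Tween-20, 30 min RT; compound added (max 110 uM), 30 min RT; streptavidin donor/Ni-chelate acceptor beads 10 ug/mL final, 20 min dark; AlphaScreen read.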
# PI4K2A inh: qHTS for small molecular inhibitors of PI4K2A | purified PI4K2A, ADP-Glo luminescence, 1 h; hits give low values | activity change, negative = inhibition, % at 76.9 µM | 420,000 tested, 0.13% active | AID 1346378, 2018; in the data active = activity change below about -50%; inconclusive = mostly about -30% to -49%;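 note: -100% = wells without enzyme as full effect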
# Target sequence (Q9BTU6 whole entry, looked up): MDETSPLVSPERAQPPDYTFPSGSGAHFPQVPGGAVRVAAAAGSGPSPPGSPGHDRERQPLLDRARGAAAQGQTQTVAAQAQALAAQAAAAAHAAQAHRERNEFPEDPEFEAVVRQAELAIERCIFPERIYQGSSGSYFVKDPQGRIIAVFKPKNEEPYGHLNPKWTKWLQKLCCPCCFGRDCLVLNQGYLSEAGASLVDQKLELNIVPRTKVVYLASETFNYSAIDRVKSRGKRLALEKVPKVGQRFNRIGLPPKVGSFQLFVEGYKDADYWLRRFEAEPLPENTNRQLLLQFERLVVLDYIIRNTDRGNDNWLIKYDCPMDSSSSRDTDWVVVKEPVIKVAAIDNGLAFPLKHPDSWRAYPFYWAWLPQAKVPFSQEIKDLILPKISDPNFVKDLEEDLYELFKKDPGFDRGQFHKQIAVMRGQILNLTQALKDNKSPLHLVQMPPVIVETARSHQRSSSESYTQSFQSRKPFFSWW
#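 ADP-Glo luminescence measured ADP generated by PI4K2A enzyme (4 ug/mL before mixing) with 1.2 mM PI substrate (pre-mix) and 300 microM ATP (pre-mix). Tris pH7.5 buffer with MgCl2, Triton X-100; 1 h reaction at ambient temperature.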
# GLS inhibitor: qHTS for Inhibitors of Glutaminase (GLS); Glutaminase kidney isoform, mitochondrial (Homo sapiens), O94925; GLS enzymatic activity, qHTS titration; Potency, µM (titrated, usually from 45.5 µM), inactives show top-dose activity change, negative = inhibition, actives largely listed as inhibitors; 410,000 tested, 0.21% active; note: potency is the fitted concentration of half-maximal effect; % is set by controls: 0 for no effect and ±100 for the full control effect
#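 Human kidney-isoform GLS in 45 mM KH2PO4 pH 8.2, 0.02% Tween-20, with compound, started with 1mM L-Glutamine (added stock). Glutamate oxidase/HRP/Amplex red coupled fluorescence read at start and after 30 min at RT.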
# HP1b chromo inh: HTS for Inhibitors of HP1-beta Chromodomain Interactions with Methylated Histone Tails. Chromobox protein homolog 1 (Homo sapiens), P83916. AlphaScreen HP1-beta / biotin-H3K9me3 peptide binding. AID 540317, 2011. Potency, µM (series often up to 114 µM), inactives show at the top dose activity change, negative = inhibition, hits mostly inhibitors. 390,000 tested, 0.56% active; note: potency is the fitted concentration of half-maximal effect; nearly all actives have a fitted effect of over 70% in size; inactives centre near 23
#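 AlphaScreen: HP1-beta (50 nM) preformed 30 min with biotin-H3(1-18)K9me3 peptide (50 nM) in PBS pH 7.4, 0.01% Tween-20. Compound added for 30 min at RT, then streptavidin donor/nickel chelate acceptor beads (10 ug/mL) for 30 min.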
# * hit, by the source's call; i = inactive; u = inconclusive; x = no result given; [ ] = remark or other dose. Unless noted, calls come from the whole dose curve; as a rule, active = well fitted curve in the direction sought with a large enough effect; inconclusive = small, poorly fitted or top-dose-only effect, or another doubt; inactive = no such curve, though single readings can be large; an effect the other way counts as inactive or inconclusive. Not all compounds are listed (hit frequency here may not be typical).
Pin1 inhibitor	BAZ2B block	HP1b chromo inh	PI4K2A inh	JMJD2A Tudor inh	G9a inh	POLH inh	GLS inhibitor	Tb PGK inh	smiles
2%	5%	25%[57 µM]	-1	-14%	13%[59 µM]	-7%	-1%	i	Cc1ccc(CNS(=O)(=O)c2ccc3c(c2)CCN3S(C)(=O)=O)cc1
-5%	9%	12%	3	-18%	-32%[2.33 µM]	4%	-13%	-9%	O=C(NCCN1CCOCC1)c1ccc(-c2ccccc2)cc1
5%	2%	18%	-1	-3%	-6%[59 µM]	-20%	35%[activator]	1%	Cn1c(=O)c2c(ncn2CC(=O)N2CCN(c3ccc([N+](=O)[O-])cc3)CC2)n(C)c1=O
x	x	x	-1	x	x	-4%	-1%	-3%	O=C1OC(COCC#Cc2ccccc2)CN1c1ccccc1 (stereo not drawn)
-1%	10%	57%[activator]	3	-16%	12%[59 µM]	-1%	-1%	-5%	CCOC(=O)c1ccc(NC(=O)C2C3C=CC(C3)C2C(=O)O)cc1 (stereo not drawn)
-8%	-26%	46%[activator]	2	0%	-2%[59 µM]	-15%	2%	i	O=C(COc1ccccc1F)Nc1ccc2nc(SCC(=O)N3CCOCC3)sc2c1
1%	-17%	28%	-1	-1%	-7%	-6%	-1%	2%	O=C(Nc1ccccc1)c1nsnc1C(=O)Nc1ccccc1
-10%	-10%	18%	1	-15%	u	-17%	-2%	-5%	COc1ccc(C(=O)NC(=S)Nc2ccc(S(N)(=O)=O)cc2)cc1
2%	u	2%	-3	-24%	u	-8%	-6%	2%	O=C(O)c1ccc(N/N=C2/CCCc3ccccc32)cc1
0%	-1%	-1%	2	u	-5%[59 µM]	-9%	15%	-10%	CCCCN(CC)S(=O)(=O)c1ccc2c(c1)CCCN2C(C)=O

# Complete entries, looked up by structure:
# O=C1OC(COCC#Cc2ccccc2)CN1c1ccccc1 (stereo not drawn) across the screens: Pin1 inhibitor = x; BAZ2B block = x; HP1b chromo inh = x; PI4K2A inh = -1; JMJD2A Tudor inh = x; G9a inh = x; POLH inh = -4%; GLS inhibitor = -1%; Tb PGK inh = -3%
# Cn1c(=O)c2c(ncn2CC(=O)N2CCN(c3ccc([N+](=O)[O-])cc3)CC2)n(C)c1=O across the screens: Pin1 inhibitor = 5%; BAZ2B block = 2%; HP1b chromo inh = 18%; PI4K2A inh = -1; JMJD2A Tudor inh = -3%; G9a inh = -6%[59 µM]; POLH inh = -20%; GLS inhibitor = 35%[activator]; Tb PGK inh = 1%

# In the list so far, these contain two or more sulfur atoms.
Pin1 inhibitor	BAZ2B block	HP1b chromo inh	PI4K2A inh	JMJD2A Tudor inh	G9a inh	POLH inh	GLS inhibitor	Tb PGK inh	smiles
2%	5%	25%[57 µM]	-1	-14%	13%[59 µM]	-7%	-1%	i	Cc1ccc(CNS(=O)(=O)c2ccc3c(c2)CCN3S(C)(=O)=O)cc1
-8%	-26%	46%[activator]	2	0%	-2%[59 µM]	-15%	2%	i	O=C(COc1ccccc1F)Nc1ccc2nc(SCC(=O)N3CCOCC3)sc2c1
-10%	-10%	18%	1	-15%	u	-17%	-2%	-5%	COc1ccc(C(=O)NC(=S)Nc2ccc(S(N)(=O)=O)cc2)cc1

# Going on with the list:
Pin1 inhibitor	BAZ2B block	HP1b chromo inh	PI4K2A inh	JMJD2A Tudor inh	G9a inh	POLH inh	GLS inhibitor	Tb PGK inh	smiles
-14%	-2%	34%	0	-3%	x	-6%	-1%	-7%	COc1cc(/C=C/C(=O)OCC(=O)N(C)C2CCS(=O)(=O)C2)ccc1OC(F)F (stereo not drawn)
10%	-13%	22%	0	-18%	17%[59 µM]	-1%	6%	-10%	Cc1cccc(NC(=O)c2ccc3nccnc3c2)n1
-9%	45µM*	u	9	18µM*	10µM*	-10%	49%[activator]	-8%	COc1ccc(N2CCN(CC(O)COC(C)(C)C)CC2)cc1 (stereo not drawn)
u	-4%	47%[activator]	2	-12%	2%[59 µM]	0%	-4%	-3%	COc1cc(NC(=O)Cn2nc(-c3ccc(C)c(C)c3)ccc2=O)cc(OC)c1
11%	-37%	-9%	1	-31%	u	2%	u	x	C/C(=C\c1ccccc1)C1NC(=O)c2c(sc3c2CCCC3)N1 (stereo not drawn)
-11%	-15%	-1%	-3	-28%	-23%[59 µM]	-21%	-4%	-9%	COc1ccc(CCN2C(=O)CN(C3CCCCCC3)C(=O)C2c2ccc(C)cc2)cc1OC (stereo not drawn)
6%	-6%	60%[activator]	-5	-16%	23%[12.7 µM]	0%	1%	-3%	Cc1nc2c(C)[n+](CC(=O)c3ccccc3)ccc2n1C
2%	-33%	32%	5	-13%	u	-14%	1%	i	Cc1sc2nc(CN3CCCC3)nc(NCc3ccncc3)c2c1C
-1%	-3%	23%	8	-11%	13%[12.7 µM]	-14%	6%	i	O=S(=O)(Nc1ccc2c(c1)OCCO2)c1ccc(Br)s1
2%	x	15%	3	-15%	x	-13%	-3%	-6%	COc1ccc(CN2C[C@H]3CCCN3c3cc(Br)ccc3S2(=O)=O)cc1
-7%	u	3%	2	u	u	6%	3%	-1%	O=C1C(=O)N(Cc2cccnc2)C(c2ccccn2)/C1=C(/O)c1ccc(F)cc1 (stereo not drawn)
6%	-3%	40%[activator]	-1	-22%	-1%[12.7 µM]	-13%	5%	-7%	CCOc1c2ccc(C(=O)NCc3ccccc3OC)cc2nn1CC
9%	-7%	43%[activator]	7	-16%	-3%	-17%	0%	-5%	COC(=O)[C@H](Cc1c[nH]c2ccccc12)NC(=O)NCc1ccc(OC)cc1
-5%	-2%	38%	1	4%	27%	-18%	-10%	-6%	COc1ccc(CNC(=O)[C@@H]2CCCN2C(=O)[C@@H]2Cc3ccccc3CN2C(=O)OC(C)(C)C)cc1
-16%	u	17%	2	-23%	2%[12.7 µM]	3%	-7%	-9%	CC1(c2ccc3ccccc3c2)NC(=O)N(CC(=O)Nc2ncccc2O)C1=O (stereo not drawn)
5%	-25%	75%[activator]	-1	6%	20%[59 µM]	-14%	-14%	-3%	CCC(Cc1ccccc1)NC(=O)c1csc2c1CCCCC2 (stereo not drawn)
-3%	56µM*	u	11	40µM*	10µM*	-9%	11%	1%	O=C(C1CCCN(Cc2ccc3c(c2)OCO3)C1)N1CCCC1 (stereo not drawn)
7%	18%	35%	0	-17%	u	-13%	-9%	i	Cc1ccccc1CSc1n[nH]c(NS(=O)(=O)c2ccccc2)n1
-6%	3%	7%	-1	-11%	-2%	12%	11%	5%	CCOC(=O)C1CCN(C(=O)c2ccc(OCC(=O)N3CCOCC3)c(OC)c2)CC1
8%	3%	30%	-1	-7%[57.1 µM]	5%[59 µM]	u	7%	-3%	O=[N+]([O-])c1ccc(OCc2cccc(COc3ccc([N+](=O)[O-])cc3)n2)cc1
-3%	x	67%[activator]	-5	-7%	9%	-7%	10%	i	COc1ccccc1OCc1csc(N)n1
24%	-5%	28%	-6	-5%	-27%[59 µM]	-4%	0%	7%	COc1ccc(Nc2nc3ccc(Cl)cc3n3nnnc23)cc1OC
-3%	8%	28%	-5	-15%	5%[59 µM]	-15%	-2%	i	CC1=C(C)CC(C(=O)NNC(=O)c2cccc(Cl)c2)C(C(=O)O)C1 (stereo not drawn)
4%	-35%	50%[activator]	1	11%	18µM*	-18%	-2%	-5%	Cc1ccnc(SCC(=O)c2ccc(Br)s2)n1
-3%	-15%	25%	1	-1%	-35%	-17%	0%	-1%	Cc1cc(C)nc(SCc2ccc(C(=O)N/N=C/c3ccccc3C(=O)O)cc2)n1
1%	-11%	38%	3	4%	4%[12.7 µM]	-12%	-10%	i	C[C@@]12CC[C@H]3OC(=O)C=C3C1CC[C@@]13CC(CCC12)[C@](CO)(O[C@H]1O[C@H](CO)[C@@H](O)[C@H](O)[C@H]1O)C3 (stereo partly drawn)
-1%	-32%	-8%	2	-23%	9%[59 µM]	-14%	-1%	0%	Cc1ccc(-c2nnn(CC(=O)N(c3ccccc3F)C(C(=O)NCC3CCCO3)c3c[nH]c4ccccc34)n2)cc1 (stereo not drawn)
-2%	56µM*	27%	-2	-23%	5.6µM*	-6%	10%	x	Cc1nc(N[C@@H](Cc2c[nH]c3ccccc23)C(=O)O)c2oc3ccccc3c2n1
-3%	50µM*	-8%	-3	u	-11%[12.7 µM]	-12%	2%	1%	COc1cc(NC(=O)c2ccnc(N)c2)cc(C(=O)Nc2cccc(C(F)(F)F)c2)c1
-1%	5%	26%	-2	-7%	-6%[59 µM]	-13%	12%	1%	COc1ccc2cnnc(SCC(=O)Nc3ccc(C(C)=O)cc3)c2c1OC
-2%	8%	11%	-8	u	-9%[59 µM]	-5%	6%	6%	Cc1nc(Cl)c(C(=O)NC(C)(C)C)c(C)c1Cl
